Screening data as filed in PubChem BioAssay.
Pin1 inhibitor: human Pin1 inhibition. Q13526. hit rate 0.009% among 390,000. Pin1 FP peptide displacement, HiFluor488, 10 min. Potency, µM (highest dose often 115 µM), inactives show at the highest dose activity, negative = inhibition, most hits filed as inhibitors. AID 504891; active = well fitted inhibition curve with a large enough effect in the polarisation, with a control signal flat, not every such curve was filed as active; inconclusive = small, poorly fitted or top-dose-only effect, or effect the other way, or a change in a side signal; inactive = no such curve, though single readings can be large or run the other way; the % refers to the polarisation
Target sequence (Q13526 whole entry, looked up): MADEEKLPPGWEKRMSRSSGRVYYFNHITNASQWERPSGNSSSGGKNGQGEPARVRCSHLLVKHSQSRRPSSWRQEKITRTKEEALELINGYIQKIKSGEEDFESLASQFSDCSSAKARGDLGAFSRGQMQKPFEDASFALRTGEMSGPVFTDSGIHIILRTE
TrxR1 inh: inhibitors of rat thioredoxin reductase 1 | O89049 | recombinant rTrxR1, NADPH fluorescence consumption, selenite substrate | Potency, µM (top dose mostly 114 µM), for the others: top-dose activity change, negative = inhibition, usual class: inhibitors | hit rate 1% among 390,000 | AID 588453; also: nearly all actives have a fitted effect of over 65% in size
Target sequence (O89049 whole entry, looked up): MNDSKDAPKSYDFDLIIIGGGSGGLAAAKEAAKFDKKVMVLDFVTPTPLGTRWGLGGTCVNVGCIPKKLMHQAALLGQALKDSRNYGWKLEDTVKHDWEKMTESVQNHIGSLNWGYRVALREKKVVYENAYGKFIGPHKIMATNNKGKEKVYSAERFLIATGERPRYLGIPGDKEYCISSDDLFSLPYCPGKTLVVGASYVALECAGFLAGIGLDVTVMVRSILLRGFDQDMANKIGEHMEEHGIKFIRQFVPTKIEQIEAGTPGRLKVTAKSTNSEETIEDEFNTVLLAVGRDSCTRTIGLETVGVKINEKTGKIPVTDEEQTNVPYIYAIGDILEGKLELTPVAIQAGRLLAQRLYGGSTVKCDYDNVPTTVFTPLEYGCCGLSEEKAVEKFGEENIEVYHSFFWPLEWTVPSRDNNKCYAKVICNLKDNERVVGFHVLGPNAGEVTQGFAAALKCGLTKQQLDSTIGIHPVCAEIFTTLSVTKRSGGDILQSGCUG
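Rat TrxR1 (90 nM in the dispensed reagent) was pre-reduced with 400 uM NADPH for 5 min at room temperature, then incubated with compound for 15 min. After 400 uM selenite was added, NADPH fluorescence (Ex 340/Em 450 nm) was followed for 8 min.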
TrxR1 substrate: rat thioredoxin reductase 1 substrate activity. O89049. purified TrxR1 substrate turnover, NADPH consumption readout. Potency, µM (highest dose often 114 µM), for the others: top-dose activity change, negative = substrate turnover. hit rate 0.01% among 390,000; also: nearly all actives have a fitted effect of over 50% in size
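Rat TrxR1, dispensed at 90 nM, was prereduced with 400 uM NADPH (final) for 5 min at ~22 deg C, then incubated with compound 15 min before 400 uM selenite. A first-read NADPH fluorescence drop versus no-compound background flagged substrates.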
Numbers without * were called inactive; ? = inconclusive; & = joins results of further samples; [ ] = dose if it differs, or a comment. Unless noted, calls follow the shape of the dose curve; as a rule, active = well fitted inhibition curve with a large enough effect; inconclusive = small, poorly fitted or top-dose-only effect; inactive = no such curve, though single readings can be large or run the other way. % is scaled to controls: 0 for no effect and ±100 for the full control effect; potency is read from the fitted curve at half-maximal effect.

SMILES	Pin1 inhibitor	TrxR1 inh	TrxR1 substrate
Cc1ccc(SCC(Cc2ccccc2)N2CCN(CC(C)C)CCC2=O)cc1 (stereo not given)	?	?	-13%
O=C(NCc1ccccc1)C1(C(F)(F)F)C/C(=C/Cc2ccccc2)CCCO1 (stereo not given)	-8%	-11%	-8%
COc1ccc(CN2CCC(=O)c3ccccc3S2(=O)=O)cc1	-7%	?	8%
CCCN1CNc2c(c(=O)[nH]c(=S)n2CCc2c(C)cccc2C)C1	3%	-9%	3%
COc1ccc(C2/C=C\CN(S(=O)(=O)c3ccc(C)cc3)C(C)C(=O)N2Cc2ccc(F)cc2)cc1 (stereo not given)	5%	8%	-14%
Cc1ccccc1OCC(=O)NCC(=O)OCC(=O)c1ccc(Br)cc1	-1%	9%[0.0914 µM]	7%
CN(C)c1ccc(-c2c(C3C4C=CCCC4(C)C(=O)N3Cc3ccccc3)ccc3ccccc23)cc1 (stereo not given)	16%	3%	-7%
CCCN1CCC(=O)N(C(CSc2ccc(C)cc2)CC(C)C)CC1 (stereo not given)	-2%	-27%	-11%
COc1ccc(-c2ccc(C3C4C=CCCC4(C)C(=O)N3Cc3ccccc3)c(F)c2)cc1OC (stereo not given)	-1%	38%[activator]	18%
CCOC(=O)CN(Cc1cc(OC)cc(N(C)C)c1OC)C(=O)C1CC(CO[Si](C)(C)C(C)(C)C)=CN1C(=O)OC(C)(C)C (stereo not given)	5%	-3%	-11%
CC(C)C1(C)NC(c2ccc3c(c2)OCO3)=CC(c2ccccc2O)N1 (stereo not given)	7%	-9%	4%
COC(=O)C1=C[C@@H](C(=O)OC)C2C3=C(C(=O)[C@@]2(C)NC(=O)c2ccccc2)[C@H](C)[C@@H]2C(=O)NC(=O)[C@@H]2[C@@H]3C1 (stereo not given in full)	?	-2%	-4%[57.1 µM]
O=S(=O)(c1cccc(Cl)c1)N1CCN(c2nc(-c3cccs3)nc3ccccc23)CC1	1%&-2%	-3%&-2%	3%&-1%
Cc1ccc(CNCc2cn[nH]c2-c2ccc(C)cc2)cc1	-3%	16%	4%
CCNC(=O)c1ccc2nc(-c3ccccc3)c(-c3ccccc3)nc2c1	4%	-19%	7%
CCC(c1nnnn1Cc1ccccc1)N(Cc1ccccc1)Cc1cc2cc(C)ccc2[nH]c1=O (stereo not given)	1%	0%	-1%
Cn1c(=O)c2[nH]c(CCCC(=O)O)nc2n(Cc2ccccc2)c1=S	-1%	8%[57.1 µM]	9%[57.1 µM]
c1ccc(N=c2nc(-c3ccccc3)n(-c3ccccc3)s2)cc1	7%	-13%	-1%
CC1CC=CC2C1C(=O)N(Cc1ccccc1)C2c1ccc(-c2ccc(F)cc2)cc1F (stereo not given)	?	-9%	-4%
NCc1cn(Cc2ccccc2)nc1-c1ccccc1	31%[activator]	17%	3%
COc1ccc(C2=Nn3c(nnc3-c3ccccc3F)SC2)cc1OC1CCCC1	10%	4%	-11%
O=S(=O)(c1ccc2ccccc2c1)N1CCN(c2nc(-c3ccccc3)nc3ccccc23)CC1	3%	8%	1%
CCCC/C=C/[C@H](c1ccccc1)[C@H](CO)Cc1ccccc1	?	22%	-1%
CC(=O)Nc1sc2c(c1-c1nc3ccccc3s1)CN(C(C)C)CC2	?	24%	-2%
COc1ccc(SCC(Cc2ccccc2)N2CCN(CCc3ccccc3)CCC2=O)cc1 (stereo not given)	24%	-11%	-7%

(further entries)
SMILES	Pin1 inhibitor	TrxR1 inh	TrxR1 substrate
Cc1ccc(S(=O)(=O)N2CCN(c3nc(-n4cnc5ccccc54)nc4ccccc34)CC2)cc1	-8%	4%	21%
COCCNC(=O)C1(C(F)(F)F)C/C(=C\CCO)CCCO1 (stereo not given)	-15%	7%[57.1 µM]	3%
COc1ccc(C2/C=C\CN(S(=O)(=O)c3ccc(C)cc3)C(Cc3ccccc3)C(=O)N2Cc2ccc(F)cc2)cc1 (stereo not given)	?	?	-9%
Cc1cc(F)cc(C)c1Cn1cnc2c(cnn2C(C)(C)C)c1=O	1%	19%	11%
COCCn1c(=S)[nH]c2cc(C(=O)N3CCN(Cc4ccccc4)CC3)ccc2c1=O	-4%	?	0%
CCOc1ccccc1Nc1nc(N2CCCC2)nc(N2CCOCC2)n1	-3%	15%	-3%
C[C@H]1C=CC(=O)C[C@H]1c1c(F)cccc1Cl	14%	8%	-5%
C=C1CCN(C(Cc2ccccc2)C(=O)NC2CCN(Cc3ccccc3)CC2)S(=O)(=O)c2ccccc21 (stereo not given)	10%	?	3%
Cc1ccc(-c2ccc(C3C4C=CCC(C)C4C(=O)N3Cc3ccccc3)c(F)c2)cc1 (stereo not given)	?	1%	-6%
COC(=O)C1=C[C@@H](C(=O)OC)C2C3=C(C(=O)[C@@]2(C)NC(=O)c2ccccc2)[C@H](C)n2c(=O)n(C)c(=O)n2[C@@H]3C1 (stereo not given in full)	-7%	15%[57.1 µM]	0%
CC(C)Sc1nnc2c3ccccc3n(C)c2n1	-1%	-7%	2%
O=S(=O)(c1ccc2c(c1)CCCC2)N1CCN(c2nc(-c3cccs3)nc3ccccc23)CC1	1%	11%	-2%
CC1CCN2c3ccccc3CC3(C(=O)OC(C)(C)OC3=O)C2C1 (stereo not given)	-2%	5%	10%[0.0914 µM]
CCCC[C@H]1C2=C3[C@@H](CC(C(=O)OC)=C[C@@H](C(=O)OC)[C@H]3C(C)(C)C2=O)n2c(=O)n(C)c(=O)n21	-9%	1%	13%
CC(C)[C@H](/C=C/C[Si](C)(C)C)[C@H](C)C(O)/C=C/CCCOC(=O)C(C)(C)C (stereo not given in full)	-5%	-33%	-14%
CCOc1nc(C#N)nc(N2CCOCC2)n1	12%	-26%	0%
CC(C)(C)OC(=O)N1CCCC1C(=O)NC1COC2CC(n3cc(F)c(=O)[nH]c3=O)OC12 (stereo not given)	0%	1%	4%
Nc1cccc(B(O)O)c1	4%	-23%	6%
COc1ccc(/C=C/c2nnc(NC(=O)COc3ccc(Cl)cc3)s2)cc1	7%	7%	8%
COc1ccc(CN(Cc2ccccc2)C(=O)c2ccc(O)cc2)cc1COc1ccc(NC(C)=O)cc1	8%	-8%	-9%
Cc1ccc(NC(=O)c2ccc(NC(=O)C3CCCC3)cc2)c(C)c1	2%	-9%	0%
CC(C)(C)c1ccc(S(=O)(=O)N2CCN(c3nc(-c4ccccc4)nc4ccccc34)CC2)cc1	30%	30%	4%
CC1CC=CC2C1C(=O)N(Cc1ccccc1)C2c1ccc(Br)cc1F (stereo not given)	0%	-16%	-13%
CNc1nc(-c2ccccc2)c(-c2ccccc2)s1	-11%	17%	64%[activator]
COc1ccc(-c2ccc(C(C)=O)cc2)cc1C1C2C=CCCC2(C)C(=O)N1Cc1ccccc1 (stereo not given)	38%[activator]	-29%	-12%

Given with bars between the fields: part of the list above.
canonical_smiles | Pin1 inhibitor | TrxR1 inh | TrxR1 substrate
Nc1cccc(B(O)O)c1 | 4% | -23% | 6%
COc1ccc(/C=C/c2nnc(NC(=O)COc3ccc(Cl)cc3)s2)cc1 | 7% | 7% | 8%

Additional entries.
SMILES	Pin1 inhibitor	TrxR1 inh	TrxR1 substrate
CNc1ccc(C(=O)Oc2cc(O/N=[N+](\[O-])N(C)C)c([N+](=O)[O-])cc2[N+](=O)[O-])cc1	-5%	25µM*	-25%
CC(=O)Oc1ccc2cc(-c3nc4c(s3)CCc3ccccc3-4)c(=O)oc2c1	?	20%	13%
O=C(c1ccc2c(=O)n(Cc3ccc4c(c3)OCO4)c(=S)[nH]c2c1)N1CCN(Cc2ccccc2)CC1	0%	2%	-3%
COc1ccc(C2Nc3ccccc3C(=O)N2c2ccc(F)cc2)cc1COc1ccc(NC(C)=O)cc1 (stereo not given)	22%	33%	52%[activator]
Cc1ccc(SCC(c2ccccc2)N2CCN(CCc3ccccc3)CCC2=O)cc1 (stereo not given)	51%[activator]	-15%	-15%
CCc1ccc2[nH]c(=O)c(CN(Cc3ccccc3)Cc3nnnn3C(C)(C)C)cc2c1	4%	6%	2%
O=C(COC(=O)CNC(=O)C1CCCCC1)NC1CCCC1	2%	16%	7%
O=C(NCCc1nc2ccccc2n1CCCOc1ccccc1Cl)C1CCCCC1	8%	17%[0.0914 µM]	-4%[0.0914 µM]
O=C(CNC(=O)C(c1ccccc1)c1ccccc1)OCC(=O)c1cccc2ccccc12	17%	2%	-8%[0.0914 µM]
CCOC(=O)c1ccccc1OCc1cc(C2Nc3ccccc3C(=O)N2c2cccc3ccccc23)ccc1OC (stereo not given)	4%	24%	37%[activator]
Cc1cc(C)cc(S(=O)(=O)N2CCN(c3nc(-c4cccs4)nc4ccccc34)CC2)c1	1%	35%	13%
CCCN1CNc2c(c(=O)[nH]c(=S)n2Cc2ccc(OC)c(OC)c2)C1	7%	?	3%
COc1cc(OC)c2ccc(=O)oc2c1C(CC(=O)N1CCCCC1)c1ccc2c(c1)OCO2 (stereo not given)	?	-17%	-7%
CCCN1CCC(=O)N(C(CSc2ccc(Br)cc2)Cc2ccccc2)CC1 (stereo not given)	1%	7%	-10%
CC(=O)Nc1ccc(SCC(CC(C)C)N2CCN(CCc3ccccc3)CCC2=O)cc1 (stereo not given)	4%	19%	-14%
Nc1nc(NCc2ccc(F)cc2)c2[nH]cnc2n1	0%	13%	1%
Cc1ccsc1CNc1ncnc2ccc(-c3c(C)noc3C)cc12	3%&4%	20%[57.1 µM]	4%[57.1 µM]
Cc1ccc(C(c2nnnn2Cc2ccccc2)N2CCN(Cc3ccncc3)CC2)cc1 (stereo not given)	2%	14%	6%
Cc1ccc(Nc2nc(NCCO)nc(N3CCCC3)n2)cc1	0%	4%	-3%
COc1ccc(Cn2nnnc2C(c2ccccn2)N2CCN(c3ccc(O)cc3)CC2)cc1 (stereo not given)	?	4%	-2%
Cc1ccc2nc(CSc3nc(C)nc4c3oc3ccccc34)[nH]c2c1	?	8%	6%[57.1 µM]
Nc1ncnc2c1[nH]c(=S)n2C1OC(CO)C(O)C1O (stereo not given)	0%	?	4%
Cc1ccc(-c2nnc3ccc(SCC(=O)c4ccccc4)nn23)cc1	15%	-5%	-4%
Cc1ccccc1CN1C(=O)[C@H]2Cc3c([nH]c4ccccc34)C(C)(C)N2C1=O	?	5%[57.1 µM]	10%[57.1 µM]
N#Cc1ccc(C(=O)N(Cc2ccco2)Cc2cccs2)cc1	15%	-31%	12%[0.0914 µM]
O=c1[nH]cnc2c1ncn2[C@H]1C[C@H](O)[C@@H](CO)O1	7%	13%	0%
O=C(Cc1ccccc1)NCC(=O)OCC(=O)c1cccc2ccccc12	4%	9%	-8%
Cc1ccc(Nc2ncnc3nc[nH]c23)cc1	-4%	12%	5%
c1ccc(Cn2nnnc2C(c2ccccc2)N2CCN(Cc3ccncc3)CC2)cc1 (stereo not given)	0%	15%	5%

As a short view, part of the list above.
SMILES	Pin1 inhibitor	TrxR1 inh	TrxR1 substrate
CCCN1CNc2c(c(=O)[nH]c(=S)n2Cc2ccc(OC)c(OC)c2)C1	7%	?	3%
COc1cc(OC)c2ccc(=O)oc2c1C(CC(=O)N1CCCCC1)c1ccc2c(c1)OCO2 (stereo not given)	?	-17%	-7%
CCCN1CCC(=O)N(C(CSc2ccc(Br)cc2)Cc2ccccc2)CC1 (stereo not given)	1%	7%	-10%
CC(=O)Nc1ccc(SCC(CC(C)C)N2CCN(CCc3ccccc3)CCC2=O)cc1 (stereo not given)	4%	19%	-14%
Nc1nc(NCc2ccc(F)cc2)c2[nH]cnc2n1	0%	13%	1%
Cc1ccsc1CNc1ncnc2ccc(-c3c(C)noc3C)cc12	3%&4%	20%[57.1 µM]	4%[57.1 µM]
Cc1ccc(C(c2nnnn2Cc2ccccc2)N2CCN(Cc3ccncc3)CC2)cc1 (stereo not given)	2%	14%	6%
Cc1ccc(Nc2nc(NCCO)nc(N3CCCC3)n2)cc1	0%	4%	-3%
COc1ccc(Cn2nnnc2C(c2ccccn2)N2CCN(c3ccc(O)cc3)CC2)cc1 (stereo not given)	?	4%	-2%
Cc1ccc2nc(CSc3nc(C)nc4c3oc3ccccc34)[nH]c2c1	?	8%	6%[57.1 µM]
Nc1ncnc2c1[nH]c(=S)n2C1OC(CO)C(O)C1O (stereo not given)	0%	?	4%
Cc1ccc(-c2nnc3ccc(SCC(=O)c4ccccc4)nn23)cc1	15%	-5%	-4%
Cc1ccccc1CN1C(=O)[C@H]2Cc3c([nH]c4ccccc34)C(C)(C)N2C1=O	?	5%[57.1 µM]	10%[57.1 µM]
N#Cc1ccc(C(=O)N(Cc2ccco2)Cc2cccs2)cc1	15%	-31%	12%[0.0914 µM]
O=c1[nH]cnc2c1ncn2[C@H]1C[C@H](O)[C@@H](CO)O1	7%	13%	0%
O=C(Cc1ccccc1)NCC(=O)OCC(=O)c1cccc2ccccc12	4%	9%	-8%
Cc1ccc(Nc2ncnc3nc[nH]c23)cc1	-4%	12%	5%
c1ccc(Cn2nnnc2C(c2ccccc2)N2CCN(Cc3ccncc3)CC2)cc1 (stereo not given)	0%	15%	5%

An excerpt; count on the stated rates, not on these rows.
